Growth percent in the NCI-60 one-dose screen (48 h, 10 µM unless noted): 100 = growth as untreated, 0 = no growth, -100 = all killed.
NCI-H460: NCI-H460 lung cancer; actives 6.8% (n = 82,000)
HCT-116: HCT-116 colon cancer | AID 1794798 | actives 7.3% (n = 82,000)
NCI-H322M: NCI-H322M lung cancer | actives 2.7% (n = 80,000)
NCI-H522: NCI-H522 lung cancer; actives 8% (n = 78,000); AID 1794739
NCI/ADR-RES: NCI/ADR-RES ovarian cells. AID 1794790. actives 4.4% (n = 81,000)
NCI-H226: NCI-H226 lung cancer. actives 3.5% (n = 79,000). AID 1794732
COLO 205: COLO 205 colon cancer; actives 7.3% (n = 79,000); AID 1794742
NCI-H23: NCI-H23 lung cancer; actives 4% (n = 80,000)
HCT-15: HCT-15 colon cancer | actives 5.2% (n = 82,000) | AID 1794746
* marks the source's active call; other numbers are inactive results; x = no result given. The calls were made as follows: active = growth percent below 10; inactive = the rest.

Start of the data: the first 3 records as a preview:
Key to letters – A = NCI-H460; B = HCT-116; C = NCI-H322M; D = NCI-H522; E = NCI/ADR-RES; F = NCI-H226; G = COLO 205; H = NCI-H23; I = HCT-15
CSc1nc(N)nc2nc(C)cc(C)c12
  A: 103.5	B: 100.9	C: 99.8	D: 94.0	E: 101.0	F: 96.3	G: 102.6	H: 97.5	I: 97.8

CCOC(=O)c1cc(C(=O)c2ccc(Br)cc2)n2ccncc12
  A: 102.6	B: 88.5	C: x	D: 91.8	E: 105.5	F: 102.5	G: 111.2	H: 98.2	I: 107.6

COc1cc(-c2ccc[nH]2)[nH]c1/C=C1\N=C(C)C(CC(=O)OCC(C)(C)C)=C1C
  A: -67.3*	B: -90.4*	C: -49.7*	D: -62.8*	E: -65.8*	F: -55.5*	G: -61.9*	H: -46.8*	I: -78.0*

Results (from the top)
Key to letters – A = NCI-H460; B = HCT-116; C = NCI-H322M; D = NCI-H522; E = NCI/ADR-RES; F = NCI-H226; G = COLO 205; H = NCI-H23; I = HCT-15
CSc1nc(N)nc2nc(C)cc(C)c12
  A: 103.5	B: 100.9	C: 99.8	D: 94.0	E: 101.0	F: 96.3	G: 102.6	H: 97.5	I: 97.8

CCOC(=O)c1cc(C(=O)c2ccc(Br)cc2)n2ccncc12
  A: 102.6	B: 88.5	C: x	D: 91.8	E: 105.5	F: 102.5	G: 111.2	H: 98.2	I: 107.6

COc1cc(-c2ccc[nH]2)[nH]c1/C=C1\N=C(C)C(CC(=O)OCC(C)(C)C)=C1C
  A: -67.3*	B: -90.4*	C: -49.7*	D: -62.8*	E: -65.8*	F: -55.5*	G: -61.9*	H: -46.8*	I: -78.0*

COc1ccc(-c2cc(=O)c3c(C)cc(O)cc3o2)cc1
  A: 108.6	B: 106.0	C: 116.2	D: 87.2	E: 98.7	F: 109.7	G: x	H: 103.1	I: 97.0

CC1(C)OC2C(CO)OC(n3cnc4c(=S)nc(N)[nH]c43)C2O1 (stereo not given)
  A: 95.5	B: 95.2	C: 110.9	D: 96.8	E: 95.4	F: 101.9	G: 103.9	H: 93.0	I: 94.7

COc1ccccc1-c1c(-c2ccccc2)c[nH]c1C(=O)O
  A: 101.5	B: 97.3	C: 99.0	D: 95.0	E: 105.5	F: 100.0	G: 116.1	H: 95.0	I: 94.7

O=C(NNc1nc2cc(F)cc(F)c2n2cccc12)c1cnccn1
  A: 1.7*	B: 12.3	C: 30.2	D: 0.8*	E: 3.1*	F: 29.3	G: 6.3*	H: 24.6	I: 24.8

C/C=C/C1OC23CCCCC2C(C#N)(C(=N)O3)C1(C#N)C#N (stereo not given)
  A: 101.4	B: 94.2	C: 101.6	D: 74.1	E: 103.7	F: 103.3	G: 91.6	H: 101.1	I: 85.0

O=C1S/C(=C\c2ccco2)C(=O)N1/N=C/c1ccco1
  A: 102.5	B: 95.7	C: 103.2	D: 83.5	E: 95.1	F: 90.1	G: 102.5	H: 92.7	I: 97.0

CCOC(=O)C(=CCC(C)C)C(=O)OCC
  A: 106.4	B: 98.9	C: 104.2	D: 103.9	E: 93.8	F: 93.4	G: 116.1	H: 93.1	I: 100.3

CCN(CC)CCOC(=O)c1ccc([N+](=O)[O-])cc1
  A: 101.0	B: 97.7	C: 103.5	D: 82.6	E: 109.3	F: 103.1	G: 98.3	H: 102.2	I: 100.3

CCOC(=O)/C=C/c1cccc2c1C(=O)NC(C)(c1cc3cc(Br)ccc3oc1=O)N2 (stereo not given)
  A: 46.1	B: 32.2	C: 88.0	D: 29.1	E: 42.2	F: 43.3	G: 46.5	H: x	I: 26.4

CC1SC(c2cccs2)N(Nc2ccccc2)C1=O (stereo not given)
  A: 117.0	B: 105.1	C: 106.5	D: 93.7	E: 105.0	F: 106.3	G: 110.5	H: 94.6	I: 101.0

CCOC(=O)c1cc(-c2nc3ccccc3s2)c(=O)n(NS(=O)(=O)c2ccc(C)cc2)c1N
  A: 104.4	B: 103.6	C: 101.2	D: 93.3	E: 109.2	F: 76.7	G: 118.8	H: 100.5	I: 102.3

C=CCOC(=O)Oc1ccc(Cl)cc1
  A: 100.9	B: 101.1	C: 113.8	D: 117.2	E: 107.6	F: 87.5	G: 107.8	H: 104.7	I: 105.4

CC(=O)Nc1cccc(Nc2nc(N[C@H](C)c3ccccc3)c3ccccc3n2)c1
  A: 41.2	B: 31.0	C: 90.3	D: x	E: 39.1	F: 82.6	G: 44.1	H: 52.3	I: 41.5

COc1ccc(C2=NN(C(C)=O)C(c3ccc(C)s3)C2)cc1 (stereo not given)
  A: 99.9	B: 90.0	C: 92.6	D: x	E: 90.3	F: 113.6	G: 106.6	H: 92.1	I: 91.9

COC(=O)[C@@H](NC(=O)CNC(=O)[C@H]1CCCN1C(=O)C(Cc1ccccc1)NC(=S)Nc1cc(C(F)(F)F)cc(C(F)(F)F)c1)C(C)C (stereo not given in full)
  A: 52.3	B: 32.4	C: x	D: 26.5	E: 59.8	F: 55.5	G: x	H: 73.0	I: 38.9

O=C(CN1CCN(c2cc(=O)n(-c3ccccc3)c3ccccc23)CC1)Nc1cccc([N+](=O)[O-])c1
  A: 82.6	B: 69.0	C: 84.8	D: 61.8	E: 84.6	F: 70.2	G: 77.5	H: 71.9	I: 84.7

C=CCN1C(=O)c2cccc3c(Nc4ncccc4O)ccc(c23)C1=O
  A: 96.4	B: 74.2	C: 109.5	D: 91.7	E: 96.4	F: 83.2	G: 93.5	H: 89.4	I: 99.4

CCN(CC)CCNC(=O)COc1ccc(OC)cc1
  A: 109.3	B: 102.3	C: 91.1	D: 91.6	E: 99.3	F: 98.7	G: 110.7	H: 104.0	I: 98.1

CCC(=O)N1CCNc2nc(N)[nH]c(=O)c21
  A: 111.4	B: 77.6	C: 104.2	D: 85.0	E: 111.0	F: 100.7	G: 113.6	H: 102.2	I: 106.5

COC1C(O)CC(OC2CC(OC3CC(O[C@@H]4C(=O)c5c(cc6cc(OC7CC(OC8CC(O)C(O)C(C)O8)C(O)C(C)O7)c(C)c(O)c6c5O)CC4[C@H](OC)[C@@H](O)C(C)=O)OC(C)C3O)OC(C)C2O)OC1C (stereo not given in full)
  A: 8.0*	B: 5.0*	C: 4.3*	D: -26.4*	E: 68.8	F: -16.6*	G: -21.3*	H: -12.1*	I: 28.0

N/C(=N\C(N)=N\c1nc2ccccc2s1)c1ccncc1
  A: 94.0	B: 47.7	C: 96.0	D: 2.6*	E: 33.0	F: 76.1	G: 64.3	H: 77.7	I: 35.3

Cc1ccc2oc(=O)c(S(=O)(=O)Nc3ccc(S(=O)(=O)Nc4ncccn4)cc3)c(O)c2c1
  A: 103.7	B: 106.5	C: 102.2	D: 91.0	E: 96.5	F: 93.3	G: 107.8	H: 100.2	I: 102.2

NC(C(=O)O)c1ccc(O)cc1 (stereo not given)
  A: 110.7	B: 98.9	C: 113.5	D: 92.2	E: 103.9	F: 103.2	G: 112.0	H: 108.1	I: 98.7

COc1ccc2c(c1)c(-c1nnc(N)nc1-c1cn(C)c3ccccc13)cn2C
  A: 99.5	B: 89.2	C: 90.4	D: 85.0	E: 90.5	F: 86.5	G: 104.3	H: 92.4	I: 87.0

O=[N+]([O-])c1ccc(Sc2ccncn2)c([N+](=O)[O-])c1
  A: 99.3	B: 20.1	C: 105.9	D: -62.2*	E: 58.0	F: 55.3	G: 27.0	H: 60.0	I: 85.3

COc1ccc(N=NC(C#N)C(N)=O)cc1 (stereo not given)
  A: 111.8	B: 101.9	C: 103.2	D: 104.2	E: 103.7	F: 101.4	G: 106.2	H: 94.3	I: 87.4

O=C(O)c1cccc(N2C(=O)/C(=C\c3ccc(-c4ccc(Cl)cc4)o3)SC2=S)c1
  A: 104.1	B: 106.7	C: 102.6	D: 95.1	E: 104.5	F: x	G: 113.2	H: 99.9	I: 104.3

COC(=O)CC1=CCC(n2cc(F)c(-n3cncn3)nc2=O)O1 (stereo not given)
  A: 102.9	B: 103.8	C: 99.1	D: 88.2	E: 107.2	F: 94.6	G: 106.2	H: 100.3	I: 99.1

O=C(Nc1ccccn1)[C@H](O)[C@@H](O)C(=O)N1CCOCC1
  A: 105.5	B: 99.3	C: 115.3	D: 102.2	E: 103.9	F: 95.3	G: x	H: 105.9	I: 107.4

Four structures from above, arranged by heavy-atom count, smallest number first.
Key to letters – A = NCI-H460; B = HCT-116; C = NCI-H322M; D = NCI-H522; E = NCI/ADR-RES; F = NCI-H226; G = COLO 205; H = NCI-H23; I = HCT-15
NC(C(=O)O)c1ccc(O)cc1 (stereo not given)
  A: 110.7	B: 98.9	C: 113.5	D: 92.2	E: 103.9	F: 103.2	G: 112.0	H: 108.1	I: 98.7

O=C(Nc1ccccn1)[C@H](O)[C@@H](O)C(=O)N1CCOCC1
  A: 105.5	B: 99.3	C: 115.3	D: 102.2	E: 103.9	F: 95.3	G: x	H: 105.9	I: 107.4

COC(=O)CC1=CCC(n2cc(F)c(-n3cncn3)nc2=O)O1 (stereo not given)
  A: 102.9	B: 103.8	C: 99.1	D: 88.2	E: 107.2	F: 94.6	G: 106.2	H: 100.3	I: 99.1

COc1ccc2c(c1)c(-c1nnc(N)nc1-c1cn(C)c3ccccc13)cn2C
  A: 99.5	B: 89.2	C: 90.4	D: 85.0	E: 90.5	F: 86.5	G: 104.3	H: 92.4	I: 87.0

Assay outcomes as filed in PubChem.
